Compound activity deposited in PubChem BioAssay by National Center for Advancing Translational Sciences (NCATS).
FBPA coupling cs: coupling enzyme interference in Giardia aldolase counter-screen. activity change, negative = inhibition, % at 58.2 µM, hits read low. coupling enzyme system counterscreen, AmpLite Red fluorescence. hit rate 0.67% among 290,000. AID 2472; in the data active = activity change below about -30%; also: % is scaled to controls: 0 for no effect and ±100 for the full control effect
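Compounds tested against the coupling enzymes alone at 57.5 uM final; readout was AmpLite Red fluorescence (525/598 nm) after 20 min at RT.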
B2AR arrestin: recruits beta-arrestin to the human beta2-adrenergic receptor; P07550; beta-arrestin recruitment to beta2AR, cell-based reporter; Potency, µM (doses to about 46.1 µM), inactives show top-dose activation, hits mostly activators; hit rate 0.02% among 330,000; AID 492947;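 also: potency is read from the fitted curve at half-maximal effect; 0% = DMSO controls and full agonism = EC100 isoproterenol or metaproterenol; nearly all actives have a fitted effect of over 65% in size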
Target sequence (P07550 whole entry, looked up): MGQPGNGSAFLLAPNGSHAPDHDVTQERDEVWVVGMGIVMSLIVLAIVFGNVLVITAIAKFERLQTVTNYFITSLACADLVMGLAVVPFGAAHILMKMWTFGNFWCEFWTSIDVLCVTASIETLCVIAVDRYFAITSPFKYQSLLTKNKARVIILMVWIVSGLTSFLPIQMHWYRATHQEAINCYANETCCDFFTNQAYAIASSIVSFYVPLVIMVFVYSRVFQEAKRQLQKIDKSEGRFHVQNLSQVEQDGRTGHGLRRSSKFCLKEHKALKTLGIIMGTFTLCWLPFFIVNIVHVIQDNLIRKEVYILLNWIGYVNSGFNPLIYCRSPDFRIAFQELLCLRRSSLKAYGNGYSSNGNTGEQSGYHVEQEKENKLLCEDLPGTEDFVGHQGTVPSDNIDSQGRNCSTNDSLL
a7 integrin act: integrin-mediated muscular dystrophy alleviation activation | hit rate 0.064% among 350,000 | Potency, µM (highest dose often 38.3 µM), for the others: top-dose activation, most hits filed as activators | alpha7betagal myoblasts, beta-gal FDG fluorescence, 48 h;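 also: potency is read from the fitted curve at half-maximal effect; 100% = response of the positive control SU9516; nearly all actives have a fitted effect of over 60% in size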
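Alpha7betagal+/- myoblasts (passage 13) were plated 16-24 hr, then exposed to compounds (1:260 dilution of DMSO stock) for 48 hours at 37C. After MPER lysis, β-galactosidase reporter activity was read as FDG fluorescence (ex 480/em 540) after 30 minutes.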
Chronic BCR inh: blocks chronic active B-cell receptor signaling | ABC-DLBCL IkBa-CBG/CBR reporter, luminescence ratio, 4 h | Potency, µM (doses to about 46.1 µM), for inactives: at the highest dose ratio change, negative = lower green/red ratio, usual class: inhibitors | hit rate 0.05% among 340,000; active = well fitted inhibition curve with a large enough effect in the signal ratio, with a control signal flat, not every such curve was filed as active; inconclusive = small, poorly fitted or top-dose-only effect, or effect the other way, or a change in a side signal; the % refers to the signal ratio;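 also: potency is read from the fitted curve at half-maximal effect; plate controls were basal doxycycline-induced cells for no effect and cells given 10 µM MG132 for full effect; MG132 reads +100%, hits lower the ratio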
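TMD8 human ABC-DLBCL cells with doxycycline-inducible IκBα–green luciferase fusion and unfused red luciferase, in 0.5% FBS medium; compounds up to 46 uM, 4 h at 37C. Green/red luminescence ratio, filter-overlap corrected, fitted to concentration-response curves.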
Tb PFK inh: T. brucei PFK enzyme inhibition. Potency, µM (top dose mostly 57.5 µM), for the others: at the highest dose activity, negative = inhibition, most hits filed as inhibitors. T. brucei PFK, ADP-Glo luminescence. AID 485367. hit rate 0.17% among 330,000;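 also: potency is read from the fitted curve at half-maximal effect; 0% = uninhibited 1x PFK enzyme wells and -100% = no-enzyme wells; nearly all actives have a fitted effect of over 60% in size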
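Activity is normalized to no-enzyme wells (full inhibition) and 1.25 nM enzyme wells (no inhibition). Reaction: 0.5 mM F6P, 0.1 mM ATP, 45 min RT, ADP-Glo luminescence; concentration-response curves fitted and classed by quality.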
TSG101-PTAP inh: blocks PTAP/TSG101 interaction to inhibit HIV-1 budding | Fluorescence polarization, FITC-PTAP peptide / Tsg101 binding | Potency, µM (top dose mostly 115 µM), for the others: at the highest dose activity change, negative = inhibition, most hits filed as inhibitors | 340,000 tested, under 10 active | AID 493005; active = well fitted inhibition curve with a large enough effect in the main read-out, with a control signal flat, not every such curve was filed as active; inconclusive = small, poorly fitted or top-dose-only effect, or effect the other way, or a change in a side signal; inactive = no such curve, though single readings can be large or run the other way; also: potency is read from the fitted curve at half-maximal effect; % of control where 0% means no effect
Target sequence (Q99816 whole entry, looked up): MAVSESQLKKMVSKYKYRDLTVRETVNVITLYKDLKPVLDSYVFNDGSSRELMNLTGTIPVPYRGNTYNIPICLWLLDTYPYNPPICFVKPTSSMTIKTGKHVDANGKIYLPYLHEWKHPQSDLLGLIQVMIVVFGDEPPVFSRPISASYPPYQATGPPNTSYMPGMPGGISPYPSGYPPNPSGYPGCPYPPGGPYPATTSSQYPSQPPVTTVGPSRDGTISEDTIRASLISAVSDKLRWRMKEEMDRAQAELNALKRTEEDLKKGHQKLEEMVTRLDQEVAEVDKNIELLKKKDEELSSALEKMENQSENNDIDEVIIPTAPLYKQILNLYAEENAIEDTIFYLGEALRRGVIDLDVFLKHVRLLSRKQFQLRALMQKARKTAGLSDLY
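Steps: Tsg101 binding domain dispensed (10 uM final), compounds pinned in DMSO, FITC-labeled PTAP-motif peptide added (50 nM final); after 20 min binding at room temperature, polarization measured.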
GALK inhibitor: blocks human galactokinase activity | Purified GALK, Kinase-Glo residual ATP luminescence | Potency, µM (highest dose often 57.5 µM), inactives show at the highest dose activity change, negative = inhibition, most hits filed as inhibitors | hit rate 0.007% among 270,000; also: potency is read from the fitted curve at half-maximal effect; % is scaled to controls: 0 for no effect and ±100 for the full control effect
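GALK at 5 nM final was combined with compound, 35 uM ATP and 100 uM galactose in HEPES pH8.0 with MgCl2 and DTT. The reaction ran one hour at room temperature before luminescent ATP detection.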
S-ASM inh: human S-ASM enzyme inhibition; P17405; placental ASM, HMU-PC fluorogenic substrate, 60 min; Potency, µM (highest dose often 57.5 µM), for inactives: at the highest dose activity change, negative = inhibition, usual class: inhibitors; hit rate 0.006% among 340,000; also: potency is read from the fitted curve at half-maximal effect
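Fluorogenic HMU-PC substrate (9 uM final) is turned over by placental ASM in 60 min at 37 C after a 10 min compound preincubation. Reaction ended by alkaline stop (pH 10), with fluorescence read at 386/447 nm.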
PKM2 activator: PKM2 (human) enzyme activation; P14618; purified PKM2, Kinase-Glo ATP luminescence, activation; response scale: 0% is enzyme alone, no compound; Potency, µM (series often up to 57.5 µM), for inactives: top-dose activation, usual class: activators; hit rate 0.34% among 260,000; AID 1631; also: potency is read from the fitted curve at half-maximal effect; % is scaled to controls: 0 for no effect and ±100 for the full control effect; nearly all actives have a fitted effect of over 55% in size
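Purified hPK-M2 (>95% pure) converted ADP (0.1 mM final) to ATP with 0.5 mM PEP in 50 mM imidazole pH7.2, KCl, MgCl2, Tween 20, BSA; 1 h at room temperature. ATP detected by Kinase-Glo luminescence.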
Giardia killer: kills Giardia lamblia | Giardia lamblia trophozoite viability | activity change, % at 7.66 µM, hits read low | hit rate 0.15% among 340,000; in the data active = activity change below about -80%; inconclusive = between about -30% and that limit;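 also: parasites exposed to compound for two days anaerobically before the ATP read; % is scaled to controls: 0 for no effect and ±100 for the full control effect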
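Giardia lamblia trophozoites (100 cells/well) were incubated with compounds for 48 h at 37 deg C under anaerobic conditions. Viability was read as ATP content by one-step luminescence after 15-30 min at room temperature.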
Menin MLL FP TR: inhibitors of human menin-MLL interaction, mutant MLL peptide. O00255. Menin + Texas Red MLL mutant peptide, fluorescence polarization. Potency, µM (titrated, usually from 61.6 µM), inactives show at the highest dose FP activity change, negative = inhibition, most hits filed as inhibitors. hit rate 0.23% among 270,000. AID 1768; active = well fitted inhibition curve with a large enough effect in the polarisation, with a control signal flat, not every such curve was filed as active; inconclusive = small, poorly fitted or top-dose-only effect, or effect the other way, or a change in a side signal; inactive = no such curve, though single readings can be large or run the other way; the % refers to the polarisation; also: potency is read from the fitted curve at half-maximal effect; % of control where 0% means no effect; many of its hits are not listed in these tables
An asterisk follows results filed as active; ? = inconclusive; . = not tested or not shown; [ ] = another dose, or the depositor's remark. Unless noted, calls follow the shape of the dose curve; as a rule, active = well fitted curve in the direction sought with a large enough effect; inconclusive = small, poorly fitted or top-dose-only effect, or another doubt; inactive = no such curve, though single readings can be large; an effect the other way counts as inactive or inconclusive. Only part of the results is shown; rates above refer to the full screens.

SMILES | FBPA coupling cs | B2AR arrestin | a7 integrin act | Chronic BCR inh | Tb PFK inh | TSG101-PTAP inh | GALK inhibitor | S-ASM inh | PKM2 activator | Giardia killer | Menin MLL FP TR
CCOc1ccccc1NCc1nnc(-c2ccccc2)o1 | 1 | 0.4% | ? | -2% | 1% | 3% | -2% | -1% | 1% | -25 | 7%
COC(=O)CN1C(=O)COc2ccc(Cl)cc21 | -1 | -1.4% | 3% | 0% | -10% | -8% | . | 1% | -5% | -8 | -2%
CCOC(=O)c1ccc(NC(=O)C(CC)CC)cc1 | 3 | 0.1% | 1% | ? | 2% | 2% | 7% | -1% | 3% | -5 | -1%
CCCC1(C(=O)OC)NC(c2ccc(OC)cc2OC)C2C(=O)N(c3cccc(C(C)=O)c3)C(=O)C21 (centres undefined) | -2 | -3.7% | -22% | -1% | -5% | 1% | -2% | 0% | 0% | -1 | -10%
O=C(NCc1ccco1)C1CCN(c2nc3ccccc3n2Cc2ccccc2F)CC1 | 5 | 0.9% | -35% | ? | -6% | 1% | 1% | 1% | -16% | 2 | 0%
COc1ccc(-n2c(Cc3cccn3C)nnc2SCC(=O)NC2CCCC2)cc1 | -1 | -1.1% | -1% | 15% | -7% | -8% | -2% | 0% | 0% | ? | -8%
O=C(NC(=S)Nc1nc2ccccc2s1)c1cccs1 | 0 | 0.4% | 1% | 12% | 2% | 6% | -5% | -2% | 1% | ? | ?
COc1cccc(CN2CCN(C(=O)c3ccc(-c4ccccc4)cc3)CC2)c1OC | 0 | 0.1% | 13% | ? | -9% | -2% | 2% | 2% | -2% | -5 | ?
CC(C)N(CCO)C(=O)C(c1ccccc1)c1ccccc1 | -1 | -1.7% | -8% | -3% | 1% | -6% | 3% | 1% | -18% | 3 | -9%
O=C(OCC(=O)N1CCOCC1)c1cc2ccccc2oc1=O | . | 0.1% | -45% | 0% | 0% | -4% | . | 6% | . | -13 | .
CCOC(=O)C1CCN(C(=O)CNC(=O)c2nn(-c3ccc(OC)c(Cl)c3)c(=O)c3ccccc23)CC1 | -1 | 0.0% | 9% | 13% | 2% | 2% | 3% | -4% | 1% | -1 | -22%
Cc1ccc(-c2nn(C(C)(C)C)c3ncnc(N)c23)cc1 | 1 | 0.1% | -47%[inhibitor] | ? | ? | -1% | -1% | 0% | 2% | -21 | 2%
COc1ccccc1-c1sc2ccccc2c1-c1ccc2c(c1)OCO2 | 0 | -0.5% | -17% | ? | 0% | -2% | . | 0% | 1% | 4 | 12%
COc1cc(Cl)ccc1OCc1cc(C(=O)N(C)Cc2cn(C)nc2C)no1 | . | -0.5% | 0% | 0% | 0% | -1% | -4% | 4% | -12% | -4 | .
CCC(C(=O)NC1CCCCC1)N(Cc1cccs1)C(=O)CCC(=O)Nc1cc(C)on1 (centres undefined) | 2 | -0.2% | -12% | ? | -4% | -7% | 11% | -3% | 0% | -4 | -22%
CC(C)c1ccccc1OCC(=O)Nc1ccc2[nH]ncc2c1 | -6 | -0.1% | 27% | -14% | 0% | -9% | -8% | -3% | -5% | 1 | -7%
Cc1ccc(N2C(=O)N(CC(=O)Nc3cccc([N+](=O)[O-])c3C)C(=O)C2C)cc1 (centres undefined) | . | -1.0% | -23% | ? | 1% | 3% | . | -3% | . | -13 | .
O=C(Nc1c(C(=O)NCc2ccco2)cnn1-c1ccccc1)c1cccc(F)c1 | 1 | -0.1% | -1% | ? | 3% | 0% | 5% | -1% | -2% | -10 | -7%
CCc1nc(SCC(=O)NNC(=O)C(C)C)c2ccccc2n1 | 4 | 0.0% | -38%[inhibitor] | -4% | 0% | -3% | 1% | 5% | 1% | 5 | -9%
Cc1ccc(C)c(NC(=S)N(CCc2ccncc2)C(C)C)c1 | 0 | 0.2% | -22% | 3% | 0% | -3% | 1% | 6% | 5% | -12 | 3%
Cc1ccc(S(=O)(=O)c2cc3c(=O)n4ccccc4nc3n(CCCN3CCOCC3)c2=N)cc1C | 0 | -0.9% | 6% | 1% | 3% | -10% | -1% | 145%[activator] | 0% | -10 | -2%
O=C(CSc1ncnc2c1cnn2-c1ccc(F)cc1)NC1CCCC1 | . | -0.4% | 5% | 0% | -5% | 0% | -2% | -2% | -4% | -21 | .
Cc1cc(C(C)(C)C)cc(C)c1COC(=O)c1cccnc1 | 3 | 0.5% | -35% | 22% | 1% | -4% | 4% | -5% | 4% | 16 | -22%
O=C(O)c1ccc2c(c1)C(=O)N(Cc1ccco1)C2=O | 13 | 0.4% | 5% | 5% | 1% | 1% | -3% | 1% | -6% | -20 | 2%

A draw from above in order of count of non-hydrogen atoms, ascending.
SMILES | FBPA coupling cs | B2AR arrestin | a7 integrin act | Chronic BCR inh | Tb PFK inh | TSG101-PTAP inh | GALK inhibitor | S-ASM inh | PKM2 activator | Giardia killer | Menin MLL FP TR
Cc1cc(C(C)(C)C)cc(C)c1COC(=O)c1cccnc1 | 3 | 0.5% | -35% | 22% | 1% | -4% | 4% | -5% | 4% | 16 | -22%
Cc1ccc(C)c(NC(=S)N(CCc2ccncc2)C(C)C)c1 | 0 | 0.2% | -22% | 3% | 0% | -3% | 1% | 6% | 5% | -12 | 3%
O=C(CSc1ncnc2c1cnn2-c1ccc(F)cc1)NC1CCCC1 | . | -0.4% | 5% | 0% | -5% | 0% | -2% | -2% | -4% | -21 | .
Cc1ccc(N2C(=O)N(CC(=O)Nc3cccc([N+](=O)[O-])c3C)C(=O)C2C)cc1 (centres undefined) | . | -1.0% | -23% | ? | 1% | 3% | . | -3% | . | -13 | .
CCC(C(=O)NC1CCCCC1)N(Cc1cccs1)C(=O)CCC(=O)Nc1cc(C)on1 (centres undefined) | 2 | -0.2% | -12% | ? | -4% | -7% | 11% | -3% | 0% | -4 | -22%

Carrying on:
SMILES | FBPA coupling cs | B2AR arrestin | a7 integrin act | Chronic BCR inh | Tb PFK inh | TSG101-PTAP inh | GALK inhibitor | S-ASM inh | PKM2 activator | Giardia killer | Menin MLL FP TR
Nc1nonc1-n1nnc(C(=O)N/N=C/c2cccc(F)c2)c1-c1ccccc1 | -12 | -0.1% | 42% | 18% | 0% | 0% | 0% | -1% | 1% | -7 | ?
CC(C)CNC(=O)NC(=O)COc1ncnc2sccc12 | 1 | 0.2% | 2%[7.66 µM] | -16% | 4% | -5% | . | -2% | -1% | 2 | 10%
COc1cc2c(cc1OC)CN(C(=O)C(CCSC)NS(=O)(=O)c1ccc(C)cc1)CC2 (centres undefined) | 2 | -0.3% | -18% | 2% | -1% | -10% | 0% | 0% | . | 19 | ?
COc1ccc(CNC(=O)N2CCc3ccccc3C2)cc1 | 1 | 0.1% | 27% | -2% | 1% | -5% | 5% | -7% | . | -7 | -14%
CC(=O)CCc1oc2c([N+](=O)[O-])cccc2c1-c1ccc(C)o1 | 2 | -0.6% | ? | -2% | -4% | -5% | 1% | -5% | 10µM* | -11 | ?
COc1ccc(CC(=O)N(C)Cc2cccc(OC)c2OC)cc1S(=O)(=O)N1CCOCC1 | . | 0.2% | -28% | 0% | 6% | -1% | . | 1% | . | -1 | .
COc1ccc(/C=C(/NC(C)=O)C(=O)O)cc1 | 9 | -0.5% | 16% | 1% | 3% | -2% | 0% | 3% | 0% | -5 | 8%
COc1ccc(C(=O)CSc2nnc(CC(=O)Nc3ccccc3OC)n2C)cc1 | 0 | -0.2% | 24% | -2% | -3% | -3% | 0% | 0% | 0% | -2 | -10%
O=C(C1CCN(C2CCN(C/C=C/c3ccccc3)CC2)CC1)N1CCOCC1 | 3 | -1.0% | -18% | 6% | 6% | -4% | 0% | 0% | 6% | -16 | -16%
CCOC(=O)c1nnc(-c2ccccc2)nc1N1CC(C)OC(C)C1 (centres undefined) | -1 | 4.2% | 9% | 0% | -21% | 0% | 1% | 0% | -12% | 13 | -6%
Cc1[nH]nc2c1C1(C(=O)Nc3ccc([N+](=O)[O-])cc31)C(C#N)=C(N)O2 (centres undefined) | 7 | -0.2% | 4% | ? | -3% | 1% | 0% | -4% | -4% | 8 | -4%
CC1(c2ccccc2)NC(=O)N(CC(=O)Nc2ccc(S(N)(=O)=O)cc2)C1=O (centres undefined) | 1 | -0.4% | -42% | ? | 1% | -3% | 8% | -1% | 1% | 7 | 32%[activator]
CCOC(=O)C1(Cc2ccccc2)CCCN(C2CCN(C(C)=O)CC2)C1 (centres undefined) | 2 | 0.0% | 15% | -3% | -3% | -4% | 0% | 9% | 0% | 5 | ?
